POLK inh: blocks human DNA polymerase kappa activity. Q9UBT6. purified Pol kappa, fluorescent DNA synthesis assay, 10 min. Potency, µM (highest dose often 107 µM), without a hit: at the highest dose activity, negative = inhibition, actives largely listed as inhibitors. 400,000 tested, 0.53% active. AID 588579; note: potency is the fitted concentration of half-maximal effect; % is set by controls: 0 for no effect and ±100 for the full control effect
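First, compounds were pin-transferred onto 10 nM Pol kappa. After 15 min at room temperature, substrate was added to 50 nM final. Fluorescence was then measured kinetically at 0 and 10 min.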
Anesthetic bind: candidate novel general anesthetic via apoferritin binding; P02791; apoferritin/1-aminoanthracene competitive binding, fluorescence; Potency, µM (doses to about 77.5 µM), for the others: at the top dose activity change, negative = displacement, most hits filed as inhibitors; 350,000 tested, 0.074% active; note: potency is the fitted concentration of half-maximal effect; % is set by controls: 0 for no effect and ±100 for the full control effect; nearly all actives have a fitted effect of over 20% in size
Target sequence (P02791 2-175 limits assumed): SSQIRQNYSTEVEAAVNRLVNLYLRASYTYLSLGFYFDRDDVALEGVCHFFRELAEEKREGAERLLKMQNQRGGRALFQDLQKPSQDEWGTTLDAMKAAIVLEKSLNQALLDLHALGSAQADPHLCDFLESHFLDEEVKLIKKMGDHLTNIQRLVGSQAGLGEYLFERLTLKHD
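Horse-spleen apoferritin (10 uM) was mixed with 50% saturated 1-aminoanthracene in PBS, exposed to compounds for 10 min at room temperature, and read for fluorescence (ex 380 nm, em 535 nm). Competitive displacement was fitted with a four-parameter Hill equation.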
POLB inh: inhibitors of human DNA polymerase beta. P06746. Pol beta primer extension/strand displacement, fluorescence kinetic. Potency, µM (titrated, usually from 114 µM), without a hit: top-dose activity change, negative = inhibition, most hits filed as inhibitors. 340,000 tested, 1.3% active. AID 485314; note: potency is the fitted concentration of half-maximal effect; % is set by controls: 0 for no effect and ±100 for the full control effect
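Pol beta (10 nM) was preincubated with compound for 15 min at room temperature. The reaction was then started with 50 nM substrate and read immediately and after a further 10 min at room temperature.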
PGK inhibitor: blocks T. brucei phosphoglycerate kinase. P07378. PGK/GAPDH coupled, Kinase-Glo luminescence, 60 min. Potency, µM (series often up to 57.5 µM), for inactives: at the highest dose activity change, negative = inhibition, actives largely listed as inhibitors. 380,000 tested, 0.043% active. AID 602233; note: potency is the fitted concentration of half-maximal effect; % is set by controls: 0 for no effect and ±100 for the full control effect; nearly all actives have a fitted effect of over 60% in size
Target sequence (P07378 whole entry, looked up): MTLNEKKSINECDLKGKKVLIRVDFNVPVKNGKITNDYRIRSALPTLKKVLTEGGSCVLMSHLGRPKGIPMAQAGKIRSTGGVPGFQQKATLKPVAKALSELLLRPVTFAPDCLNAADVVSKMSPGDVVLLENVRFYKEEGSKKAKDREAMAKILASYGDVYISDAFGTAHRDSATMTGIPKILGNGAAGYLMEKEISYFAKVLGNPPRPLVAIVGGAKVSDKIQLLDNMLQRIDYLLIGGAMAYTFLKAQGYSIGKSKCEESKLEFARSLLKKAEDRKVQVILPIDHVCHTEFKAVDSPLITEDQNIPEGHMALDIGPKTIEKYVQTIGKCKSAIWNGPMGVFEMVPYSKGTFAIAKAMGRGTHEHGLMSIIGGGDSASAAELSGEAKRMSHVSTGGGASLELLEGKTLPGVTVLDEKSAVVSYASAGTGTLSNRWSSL
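Recombinant glycosomal PGK reaction used 1,3-bisphosphoglycerate generated in-well by GAPDH (100nM final) in 100mM TEA pH 7.6, 5mM MgCl2, 0.01% Tween-20. After 60 minutes at room temperature, ATP was read by Kinase-Glo Plus luminescence end-point.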
RXFP1 antagonist: antagonists of human relaxin receptor RXFP1 | Q9HBX9 | HEK293-RXFP1, relaxin-stimulated cAMP HTRF, 30 min; stronger effect = lower value | activity change, negative = inhibition, % at 57.5 µM | 350,000 tested, 0.59% active;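 active = activity change of -60% or lower, but not beyond a set lower limit; inconclusive = change between -60% and -40%, or beyond the set limit; inactive = change above -40%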; note: % is set by controls: 0 for no effect and ±100 for the full control effect
APE1 inh: inhibitors of human APE1 endonuclease | P27695 | recombinant APE1, TAMRA/BHQ-2 abasic DNA cleavage fluorescence | Potency, µM (doses to about 65.8 µM), for the others: at the highest dose activity change, negative = inhibition, hits mostly inhibitors | 350,000 tested, 0.35% active | AID 2517;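 note: potency is the fitted concentration of half-maximal effect; plate controls were vehicle for no effect and reference inhibitor for full effect; nearly all actives have a fitted effect of over 55% in size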
Target sequence (P27695 whole entry, looked up): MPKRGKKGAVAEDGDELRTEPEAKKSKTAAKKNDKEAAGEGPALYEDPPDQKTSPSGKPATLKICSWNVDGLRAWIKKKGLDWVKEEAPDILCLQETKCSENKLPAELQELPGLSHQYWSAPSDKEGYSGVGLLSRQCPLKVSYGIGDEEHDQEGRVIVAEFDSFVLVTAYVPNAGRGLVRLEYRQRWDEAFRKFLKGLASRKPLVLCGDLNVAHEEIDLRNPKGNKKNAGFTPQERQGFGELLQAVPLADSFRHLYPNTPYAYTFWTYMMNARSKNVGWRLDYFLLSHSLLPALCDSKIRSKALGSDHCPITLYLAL
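APE1 at 0.75 nM preincubated 15 min at room temperature with compound. Reaction then started with 50 nM double-stranded THF-abasic substrate labelled with TAMRA/BHQ-2, and 525/598 nm fluorescence read kinetically. Activity taken as third-minus-first read difference, normalized to DMSO and NSC13755 controls.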
POLH inh: DNA polymerase eta (human) inhibition. Q9Y253. Potency, µM (doses to about 114 µM), for the others: top-dose activity change, negative = inhibition, hits mostly inhibitors. 390,000 tested, 1.2% active. AID 588591. recombinant Pol eta, fluorescent DNA replication assay; note: potency is the fitted concentration of half-maximal effect; % is set by controls: 0 for no effect and ±100 for the full control effect
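Pol eta (10 nM) was preincubated with compounds for 15 min at room temperature, after which fluorescent replication substrate (50 nM final) was added to start the reaction. Fluorescence was read kinetically at 0 and 10 min.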
BLM inh: inhibitors of human Bloom syndrome helicase BLM | Potency, µM (highest dose often 56.1 µM), without a hit: at the top dose activity change, negative = inhibition, most hits filed as inhibitors | P54132 | AID 2528 | 350,000 tested, 0.2% active | recombinant BLM DNA unwinding, fluorescence dequenching;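 note: potency is the fitted concentration of half-maximal effect; plate controls were vehicle for no effect and no enzyme for full effect; nearly all actives have a fitted effect of over 35% in size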
POLI inh: inhibitors of human DNA polymerase iota; Q9UNA4; Pol iota fluorescent replication assay, 10 min; Potency, µM (series often up to 115 µM), without a hit: at the highest dose activity, negative = inhibition, actives largely listed as inhibitors; 390,000 tested, 1% active; note: potency is the fitted concentration of half-maximal effect
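Pol iota at 10 nM preincubated 15 min with compounds at room temperature; reaction started with fluorescent substrate, 50 nM final. Fluorescence read kinetically at 0 and 10 min; buffer-only wells as negative control.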
* hit, by the source's call; i = inactive; ? = inconclusive; nt = no result given; & = joins results of further samples; [ ] = dose if it differs, or a comment. Unless noted, calls come from the whole dose curve; as a rule, active = well fitted curve in the direction sought with a large enough effect; inconclusive = small, poorly fitted or top-dose-only effect, or another doubt; inactive = no such curve, though single readings can be large; an effect the other way counts as inactive or inconclusive.

Value order – POLK inh | Anesthetic bind | POLB inh | PGK inhibitor | RXFP1 antagonist | APE1 inh | POLH inh | BLM inh | POLI inh
- COc1cc(-c2c(-c3ccc4c(c3)OCO4)noc2-c2ccsc2)ccc1F
    -13%&4% | -3% | 0% | -2% | nt | -11% | -11% | -4% | 33%&9%[activator]
- CS(=O)(=O)c1cccc(C(=O)OCC(=O)c2ccc3c(c2)OCCO3)c1
    4% | nt | nt | 8% | -9 | -13% | -3% | nt | 14%
- O=C(Nc1ccc(CN2CCOCC2)cc1)c1cccc(-c2cc3ccccc3oc2=O)c1
    -2% | -17% | 23% | i | 5 | 15% | -17% | 2% | -3%
- CCOc1ccc(/C=N/OCC(=O)NCc2ccc3c(c2)OCO3)cc1OC
    -14% | -15% | 1%[57.1 µM] | -6% | 5 | -3% | -15% | 0% | 19%
- COc1ccc(CCn2c(=N)c(C(=O)NCC3CCCO3)cc3c(=O)n4ccccc4nc32)cc1OC (stereo not drawn)
    8% | -15% | -18% | -11% | -1 | -19% | -18% | 28% | -2%
- Cc1cc(C)nc(SCNC(=O)c2ccc(F)cc2)n1
    -11% | -7% | 33% | -7% | -9 | 12% | -12% | -2% | 10%
- COC(=O)CNC(=O)c1c(-c2ccccc2Cl)noc1C
    -14% | -3% | 16% | 1% | -6 | 0% | -12% | 0% | 6%
- Cc1ccc(OCc2ccc(-c3ccccc3)cc2)c([N+](=O)[O-])n1
    3% | -4% | -8% | i | 2 | 45% | -24% | -9% | 50%[activator]
- O=C(O)C(c1ccccc1)c1ccccc1
    -15% | nt | nt | -1% | nt | nt | -10% | nt | -4%
- CCC1=NN2C(=N)/C(=C/c3c(C)nn(-c4ccccc4)c3Cl)C(=O)N=C2S1
    0% | -12% | 1% | 0% | -11 | 7% | 1% | -13% | 4%
- CCC(C)NC(=O)CCS(=O)(=O)c1ccc(Br)s1 (stereo not drawn)
    -15% | -3% | -11% | 3% | nt | -6% | -8% | 3% | -10%
- Cc1cccc(C)c1NC(=O)C(Cl)=C(Cl)Cl
    0% | -9% | 7% | i | -18 | 1% | -14% | -1% | 35%[activator]
- CCn1c(SCC(N)=O)nnc1-c1cc2c(C)nn(-c3ccccc3)c2s1
    -6% | -14% | 20% | i | -9 | 3% | 2% | -4% | 26%
- CCCCn1c(=O)c2oc3ccccc3c2n(Cc2ccccc2C)c1=O
    3% | 0% | 30% | i | 9 | nt | -22% | 2% | -10%
- CCCC(=O)n1nc(-c2ccc(OC)cc2)nc1N
    -9% | 1% | 24% | -2% | -2 | 9% | 3% | -3% | 6%
- CC(=O)c1ccc(S(=O)(=O)NCC(=O)Nc2nc3ccccc3[nH]2)cc1
    -22% | nt | nt | -10% | 0 | 8% | ? | nt | ?
- Cc1ccccc1OCC(=O)Nc1ccc(C(=O)Nc2ccccc2C(=O)O)cc1
    -1% | ? | 0% | -4% | -19 | 14% | ? | 1% | 21%
- O=C(NC1CCCC1)c1cc(-c2ccccc2O)on1
    -10% | -1% | 51% | -1% | -4 | -8% | -6% | -3% | 12%
- CCCOc1ccc(/C=c2\sc3nc(-c4ccco4)nn3c2=O)cc1OCC
    ? | 14% | ? | -16% | 0 | ? | ? | -1% | 22µM*
- Cc1ccc(-n2c(O)c(C=Nc3cc(C)on3)c3ccccc3c2=O)c(C)c1
    -16% | 45%[activator] | ? | i | 12 | -5% | -11% | -9% | 2%
- COc1cc2ccccc2cc1C(=O)NC1CCCC1
    -5% | nt | nt | i | -2 | 0% | -9% | nt | 106%[activator]
- CCc1nnc2n1N=C(c1ccc(OC)cc1)CS2
    7% | -9% | 4% | -4% | -1 | -1% | 5% | -11% | 0%
- COc1cccc(/C=N/NC(=O)NC23CC4CC(CC(C4)C2)C3)c1O
    -15% | nt | nt | -7% | -14 | nt | -15% | nt | -10%[58.9 µM]
- CS(=O)(=O)CCC(C(=O)OCC(=O)c1ccc(Cl)cc1)N1C(=O)c2ccccc2C1=O (stereo not drawn)
    -15% | 2% | -17% | -4% | -2 | 0% | -4% | 2% | 16%
- O=C(OCCCN=C1NS(=O)(=O)c2ccccc21)c1ccc([N+](=O)[O-])cc1
    3% | -6% | -17% | 1% | 10 | 7% | 5% | -2% | 32%[activator]
- [N-]=[N+]=CC(=O)C(c1ccccc1)(c1ccccc1)c1ccccc1
    2% | -5% | -2% | -2% | ? | 2% | -24% | -6% | 84%[activator]
- COc1ccc2nc(SCC(=O)N(C)C3CCCCC3)[nH]c2c1
    -1% | nt | nt | -6% | 4 | -4% | -8% | nt | 30%
- CC(C)Cn1c(SCc2nc3ccccc3c(=O)[nH]2)nc2ccccc2c1=O
    -3% | -23% | -18% | 6% | -1 | 0% | -12% | 0% | 5%
- Cc1n[nH]c(=S)n(NC(=O)CC(=O)Nn2c(=S)[nH]nc(C)c2=O)c1=O
    -5% | -4% | 3% | -9% | -11 | -1% | -12% | 1% | 57%[activator]
- Cc1ccc(C)c(N2CCN(C(=O)c3cc4c(=O)oc5ccccc5c4s3)CC2)c1
    -2% | 0% | 7% | -5% | nt | nt | -12% | -2% | 14%
- O=C1C2C(C(=O)N1/N=C/c1cc([N+](=O)[O-])c(O)cc1O)C1C=CC2C12CC2 (stereo not drawn)
    50µM* | ? | 11µM* | -28% | -17 | ? | 10µM* | -9% | 20µM*
- CCCNC(=O)Cn1cnc2sc(C(=O)N3CCN(c4ccc(F)cc4)CC3)c(C)c2c1=O
    -2% | -10% | 24% | 1% | -4 | 6% | -18% | 0% | 29%
- O=C(NC1CCN(C(=O)Nc2ccc(F)cc2)CC1)c1ccc(F)cc1
    10% | 11% | 1% | -9% | -2 | -1% | -16% | -4% | 23%
- COc1ccc(C)cc1NC(=O)n1ncc2c(C)cccc21
    -15% | 22% | 1% | nt | 7 | 40%[activator] | -9% | -6% | ?
- O=C(NNC(=S)NC1CCCCC1)c1ccc(Cl)s1
    -10% | -16% | -6% | 1% | -2 | 3% | -19% | -7% | 159%[activator]
- Cc1cccc(N2CCN(Cc3nnc(-c4cccc(Br)c4)o3)CC2)c1C
    16% | -9% | 25% | 6% | -8 | nt | -14% | -8% | 27%
- CCN(CC)CC(O)CN1C(=O)NC(C)(C)C1=O (stereo not drawn)
    7% | -1% | 12% | -14% | -16 | 1% | -15% | 0% | 13%
- CCOC(=O)C1CCN(C(=O)Nc2ccc3oc(C)nc3c2)CC1
    -3%[60.1 µM] | -14% | -1% | -3% | -9 | -2% | 14% | -2% | -12%
- Cc1ccc(-c2nnc(N3CCC(C)CC3)c3ccccc23)cc1C
    -5% | ? | -27% | i | ? | -7% | -9% | -6% | 21%
- C/C(=N\NC(=O)CNC(=O)C(c1ccccc1)c1ccccc1)c1ccc(C)cc1
    nt | -10% | 28% | nt | nt | 2% | nt | 3% | nt
- Cc1cc(C)cc(N(CC(=O)NC2CCCCC2)C(=O)c2csnn2)c1
    5% | -16% | 18% | -8% | 2 | 28% | -15% | -4% | 82%[activator]
- Cc1c(C(=O)N2CCOCC2)c(S(=O)(=O)Nc2ccc(C(C)C)cc2)c(C)n1C
    -6% | -3% | 1% | 2% | 20 | 26% | -24% | -1% | 48%[activator]
- CNC(=S)Nc1cc(C)ccc1OC(F)F
    1% | 1% | 7% | -2% | 4 | -3% | -2% | -6% | 26%
- Cc1cc(=O)n2[nH]c(C)c(-c3ccc(Cl)cc3)c2n1
    1% | 7% | ? | -14% | 2 | 4% | 4% | -1% | -1%
- Cc1ccccc1OCC(=O)OCC(=O)Nc1ccc(S(N)(=O)=O)cc1
    -18% | -16% | 1% | -8% | -9 | -1% | -24% | -8% | -12%
- O=C(c1ccc(N2CCCCS2(=O)=O)cc1)N1CCN(c2ccccc2F)CC1
    -6% | -6% | 42% | 0% | ? | -6% | 0% | -3% | ?
- CC1C(=O)N2CCCc3cc(NC(=O)C(=O)NCc4ccc5c(c4)OCO5)cc1c32 (stereo not drawn)
    -10% | nt | nt | -1% | -3 | 0% | -9% | nt | -11%
- CSCCC(NC(=O)c1ccccc1Cl)C(=O)NCC(c1ccco1)N1CCCCC1 (stereo not drawn)
    -5% | nt | nt | 4% | 8 | 13% | -14% | nt | 71%[activator]
- COCCN1CCN(C(=O)C2CCC(=O)N(Cc3ccc(Cl)cc3)C2)CC1 (stereo not drawn)
    0% | -1% | 5% | -3% | 17 | -6% | -3% | -1% | 27%
- COc1ccccc1CCNC(=O)Cc1c(C)c2ccc(O)cc2oc1=O
    -13% | 606%[activator] | 2% | -5% | 6 | nt | -14% | 4% | 3%
- Cc1ccc(S(=O)(=O)NN2C(=O)/C(=C/c3cccs3)SC2=S)cc1
    -12% | 4% | 0% | -2% | -1 | ? | -3% | -7% | -10%
- O=C(O)c1ccc(Nc2nc3ccccc3nc2NS(=O)(=O)c2ccc(F)cc2)cc1
    -4% | -1% | 0% | i | -6 | 22% | ? | 0% | -3%
- COC(=O)c1ccc(C(=O)OC)c(NC(=O)CN(C)Cc2cccc(Cl)c2Cl)c1
    -3% | -9% | 6% | i | -10 | 0% | -10% | -6% | 25%
- NC(=O)c1cc(S(=O)(=O)NCc2ccc(F)cc2)cs1
    -14% | -3% | 13% | -6% | -10 | -1% | -17% | -4% | 8%
- CSc1nc(N2CCOCC2)c2ccccc2n1
    0% | 1% | -8% | -17% | 12 | -3% | 3% | -1% | 3%
- NC(=S)N/N=C/c1ccc(C23CC4CC(CC(C4)C2)C3)cc1
    -7% | ? | 4% | -4% | -23 | -7% | -11% | -12% | -19%
- O=C(Nc1cccc(Br)c1)c1ccc(OC2CSC2)cc1
    nt | 3% | 7% | nt | nt | -4% | nt | -20% | nt
- COc1ccc(S(=O)(=O)N2CCOCC2)cc1C(=O)Nc1cc(C)on1
    -2% | -2% | 0% | -1% | -8 | -1% | -16% | -1% | 6%
- O=C(NNc1c([N+](=O)[O-])cc(C(F)(F)F)cc1[N+](=O)[O-])c1ccco1
    2% | -18% | -15% | -22% | -3 | -17% | -14% | -7% | 17%
- CCc1nnc(NC(=O)C2CCC2)s1
    -10% | -2% | -25% | -9% | -15 | -1% | 7% | -7% | -1%

Screens from PubChem.

Some of the compounds tested, so the mix of outcomes need not match the whole.
